Screens (PubChem BioAssay)
TDP-43 yeast inh: rescues yeast growth from TDP-43 toxicity; Potency, µM (top dose mostly 46.1 µM), without a hit: at the top dose growth rescue (activation), usual class: activators; TDP-43 expressing yeast growth rescue, BacTiter-Glo, 24 h; 410,000 tested, 1.8% active; note: % of control where 0% means no effect; nearly all actives have a fitted effect of over 50% in size
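Yeast cells expressing TDP-43 under galactose induction are exposed to compounds for 24 hr at 30 deg C. BacTiter-Glo luminescence measures growth, so protective compounds score as activators.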
KB-3-1 cytotox: kills parental KB-3-1 adenocarcinoma cells; Potency, µM (series often up to 46.1 µM), without a hit: at the highest dose activity change, negative = cytotoxic, usual class: cytotoxic; KB-3-1 viability, CellTiter-Glo ATP luminescence, 72 h; 400,000 tested, 1.4% active; note: % is set by controls: 0 for no effect and ±100 for the full control effect; nearly all actives have a fitted effect of over 60% in size
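Screening of KB-3-1 cells (DMEM, 10% FBS, phenol-red free) ran from lowest to highest compound concentration; after 72 h at 37 °C viability was read luminescently and curves fitted.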
GLP1R cytotox: cytotoxic in the GLP-1 receptor inverse agonist counter-screen | HEK293 cAMP-luciferase reporter cells, luminescence, 24 h | Potency, µM (titrated, usually from 38.3 µM), without a hit: at the highest dose activity change, negative = inhibition, actives largely listed as inhibitors | 410,000 tested, 0.13% active | AID 624418;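 note: loss of luciferase light is scored as toxicity; % is set by controls: 0 for no effect and ±100 for the full control effect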
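A 23 nL compound transfer followed 12 hours of cell culture at 37 deg C; exposure then lasted 24 hr. Luciferase assay detection reagent was dispensed and plates read for luminescence after a 12 min room-temperature wait.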
GLP-1R inv ag: inverse agonists of human GLP-1 receptor; P43220; HEK293 GLP-1R CRE-luciferase, luminescence, 24 h; GLP-1R form is constitutively active; Potency, µM (top dose mostly 38.3 µM), inactives show at the highest dose activity change, negative = inhibition, usual class: inhibitors; 410,000 tested, 1.6% active; AID 624417; note: % is set by controls: 0 for no effect and ±100 for the full control effect; nearly all actives have a fitted effect of over 55% in size
Target sequence (P43220 whole entry, looked up): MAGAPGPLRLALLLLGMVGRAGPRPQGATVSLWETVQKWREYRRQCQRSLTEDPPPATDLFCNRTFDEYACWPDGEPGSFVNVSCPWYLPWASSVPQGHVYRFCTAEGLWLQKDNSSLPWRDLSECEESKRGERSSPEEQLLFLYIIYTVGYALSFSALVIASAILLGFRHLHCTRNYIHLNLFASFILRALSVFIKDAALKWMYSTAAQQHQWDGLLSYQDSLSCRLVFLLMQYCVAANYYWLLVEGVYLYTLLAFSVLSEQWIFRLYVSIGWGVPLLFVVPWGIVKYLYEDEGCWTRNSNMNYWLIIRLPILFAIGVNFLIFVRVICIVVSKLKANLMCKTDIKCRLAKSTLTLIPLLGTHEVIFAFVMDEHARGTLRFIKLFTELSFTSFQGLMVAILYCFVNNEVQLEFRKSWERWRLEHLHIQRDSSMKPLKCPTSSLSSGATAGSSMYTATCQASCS
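Assay principle: reduced luminescence from a cAMP-responsive reporter in HEK293 cells co-expressing a constitutively active GLP-1R. Conditions: 24 hr compound incubation, 37 deg C, 5% CO2.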
HT1080 IDH1KD tx: toxicity to HT-1080 IDH1 knockdown cells (counter line) | HT-1080 IDH1 knockdown viability, ATP luminescence, 48 h | Potency, µM (series often up to 46.1 µM), for the others: at the top dose activity, negative = toxicity, actives largely listed as cytotoxic | 360,000 tested, 2% active | AID 686971;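 note: 0% = DMSO wells and -100% = cell-free medium wells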
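Using the IDH1-knockdown HT-1080 line run in the same batch and compound series as the NT line, viability after 48 h at 37 °C was determined by CellTiter-Glo luminescence and expressed as % activity.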
HT1080-NT tox: kills 2HG-producing HT-1080-NT fibrosarcoma cells; HT-1080-NT fibrosarcoma viability, CellTiter-Glo ATP luminescence, 48 h; Potency, µM (titrated, usually from 46.1 µM), for inactives: at the top dose activity, negative = less viability, hits mostly cytotoxic; 360,000 tested, 1.6% active; AID 686970;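 note: NT is the 2HG producing partner of a matched IDH1 knockdown line; 0% = DMSO-treated cells and -100% = media-only wells without cells; nearly all actives have a fitted effect of over 55% in size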
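Toxicity toward the 2HG-producing NT line was scored as %Activity, normalised to DMSO and no-cell wells, from CellTiter-Glo luminescence after 48 hours' treatment.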
SW480 rereplic: inducers of DNA re-replication in SW480 colon cancer cells; SW480 DNA re-replication, Hoechst DNA content imaging, 48 h; Potency, µM (titrated, usually from 46.1 µM), inactives show at the top dose re-replication activation, hits mostly activators; 340,000 tested, 1.8% active; AID 624297; note: % of control where 0% means no effect; nearly all actives have a fitted effect of over 55% in size
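Treated cells incubate 48 hr (37 C, 5% CO2), are stained 40 min with Hoechst, and nuclear fluorescence is enumerated; a rise in nuclei with high DNA signal marks re-replication.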
KB-V1 MDR tox: kills drug-selected multidrug resistant KB-V1 cells | KB-V1 MDR cells viability, CellTiter-Glo, 72 h | Potency, µM (series often up to 46.1 µM), for inactives: at the top dose activity change, negative = cytotoxicity, actives largely listed as cytotoxic | 400,000 tested, 3.4% active | AID 1347076; note: % is set by controls: 0 for no effect and ±100 for the full control effect; nearly all actives have a fitted effect of over 60% in size
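Following 72 h at 37 degrees C with compound, KB-V1 cell viability was read by CellTiter-Glo luminescence, medium being phenol-red-free DMEM plus 10% FBS; concentration-response parameters came from normalized, curve-fitted qHTS data.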
GLP1R ag: agonists of human GLP-1 receptor; 380,000 tested, 0.007% active; HEK293 GLP-1R CRE-luciferase, luminescence, 4-6 h; cells express a hypersensitive GLP-1R form; AID 624172; Potency, µM (titrated, usually from 45.6 µM), for the others: top-dose activation, usual class: activators; P43220; note: % of control where 0% means no effect
Starred values were filed as active, the others as inactive; u = inconclusive; x = not tested or not shown; & = joins results of further samples; [ ] = another dose, or the depositor's remark. Calls come from the whole dose curve; as a rule, active = well fitted curve in the direction sought with a large enough effect; inconclusive = small, poorly fitted or top-dose-only effect, or another doubt; inactive = no such curve, though single readings can be large; an effect the other way counts as inactive or inconclusive. Potency is the fitted concentration of half-maximal effect.

SMILES,TDP-43 yeast inh,KB-3-1 cytotox,GLP1R cytotox,GLP-1R inv ag,HT1080 IDH1KD tx,HT1080-NT tox,SW480 rereplic,KB-V1 MDR tox,GLP1R ag
O=C(c1ccc(S(=O)(=O)N2CCCCC2)cc1)N1CCN(CCN2C(=O)c3cccc4cccc(c34)C2=O)CC1,-12%,u,0%,-10%,-3%,3%,5%,u,4%
CC(=O)NCC(=O)NC(C(=O)Nc1ccc2c(c1)OCCO2)c1ccccc1 (centres undefined),1%,3%,-4%,1%,-13%,0%,-2%,12%,-6%
C=CCc1cccc(/C=N/NC(=O)c2ccc3nc[nH]c3c2)c1O,18%,u,61%[activator],u,u,u,u,-6%,-2%
Cc1cc(-c2cc(-c3ccccc3)on2)nc(NC2CCCC2)n1,u,0%,26%,u,1%,-5%,2%,5%,-1%
Cc1cccnc1CC(C)NC(=O)c1cc(COc2cncc(Cl)c2)on1 (centres undefined),1%,7%,4%,u,3%,-11%,u,-12%,4%
O=C(COC(=O)c1ccc(Br)cc1)NCCC1=CCCCC1,29%,20%,1%,16%,15%,8%,-4%,4%,8%
COc1ccc(C(=O)NNC(=O)c2ccncc2)cc1[N+](=O)[O-],0%,1%,3%,12%,8%,12%,-7%,0%,8%
O=S(=O)(N1CCOCC1)n1c(Cc2ccccc2)nc2ccccc21,8%,13%,-3%,6%,11%[9.24 µM],-18%,u,-8%,0%
CN(CC(=O)Nc1sccc1C#N)Cc1ccccc1,4%,5%,11%,12%,-9%,-3%,23%,u,16%
CC(NC(N)=O)C(=O)OCc1ccc(Cl)cc1Cl (centres undefined),8%,27%,-7%,2%,10%,5%,-6%,1%,-5%
CCOc1ccc(C(=O)Nc2ccccc2OC(F)F)cc1,15%,5%,4%,11%,15%,14%,2%,0%,10%
CN(C)CCCNC(=O)c1ccc(-c2ccccc2)cc1,10%,-2%,24%,u,-6%,-18%,-1%,-22%,18%
CC(=O)c1cccc(NC(=O)CCCSc2ccccc2)c1,3%,11%,3%,u,-2%,-6%,u,16%,22%
COCc1cc(C)nc(OCC(=O)N/N=C/c2ccccc2)c1C#N,-2%,21%,-13%,-19%,9%,5%,-6%,-20%,4%
N=c1n(CCN2CCCCC2)c2ccccc2n1CC(=O)c1ccc(Cl)c(Cl)c1,-23%,u,u,5.6µM*,21µM*,21µM*,u,u,11%

GLP-1R inv ag: what is marked active above
Compound	GLP-1R inv ag	SW480 rereplic	GLP1R ag
N=c1n(CCN2CCCCC2)c2ccccc2n1CC(=O)c1ccc(Cl)c(Cl)c1	5.6µM*	u	11%

Next part.
SMILES,TDP-43 yeast inh,KB-3-1 cytotox,GLP1R cytotox,GLP-1R inv ag,HT1080 IDH1KD tx,HT1080-NT tox,SW480 rereplic,KB-V1 MDR tox,GLP1R ag
COc1ccc2c(=O)c(N3C(=O)c4ccccc4C3=O)c(C)oc2c1,-1%,12%,8%,2%,13%,4%,-2%,11%,-3%
CC(C)Oc1ccc(C(=O)O)c(C(=O)O)c1,-20%,2%,1%,0%,-2%,7%,-4%,3%,-10%
Cc1nc2ccc(NC(=O)N3CCOCC3)cc2s1,5%,-2%,-6%,20%,3%,8%,-5%,13%,-4%
CCN(CC)S(=O)(=O)c1cccc(C(=O)NCC(=O)OCC(=O)NCc2ccccc2)c1,9%,1%,-9%,10%,3%,2%,-10%,-1%,-7%
O=C1c2ccccc2C(Nc2ccc3c(c2)OCCO3)N1Cc1ccc2c(c1)OCO2 (centres undefined),u,-12%,-9%,-25%,-17%,-6%,14%,2%,0%
COc1ccc2nc(SCC(=O)NCc3ccc4c(c3)OCO4)[nH]c2c1,4%,0%,20%,21%,11%,8%,-8%,-26%,4%
CC1=C(C(=O)NCc2ccccn2)C2(CCC(C)CC2)OC1=O (centres undefined),-3%,26%,-24%,5%,2%,4%,-2%,10%,-2%
Cc1cccc(NC(=O)C2CCN(C(=O)N3CCOc4ccccc43)CC2)c1C,21%,20%,4%,3%,0%,11%,-20%,17%,1%
Cc1ccc2c(c1)cc(C(=O)NCc1ccc(F)cc1)n2C,0%[9.22 µM],-23%,2%,u,x,x,x,-10%,x
O=C(OCC(=O)N(c1ccccc1)C1CCCCC1)c1ccc(CO)cc1,17%,0%,-1%,u,3%,22%,-10%,22%,-5%
CCc1ccccc1NC(=O)CCN1C(=O)C2CC=CCC2C1=O (centres undefined),-4%,-19%,u,8%,0%,1%,14%,-7%,-1%
COC(=O)C1=CO[C@@H](O[C@@H]2O[C@H](CO)[C@@H](O)[C@H](O)[C@H]2O)C2C1C=C[C@@]2(O)CO (some centres undefined),-19%,-15%,1%,10%,-9%,-3%,5%,-4%,0%
CCN(CC#CCC(O)(c1ccccc1)C1CCCC1)C(C)C (centres undefined),-12%,-9%,-30%,11µM*,-5%,-11%,-1%,-5%,-7%
O=C(CN1C(=O)c2ccccc2S1(=O)=O)N1CCc2ccccc21,-3%,-4%,7%,u,2%,1%,0%,9%,-18%
Cc1nc2ccc3nc(NC(=O)c4ccc5c(c4)OCCO5)sc3c2s1,-20%,2%,6%,44%[activator],5%&12%,0%&2%,-7%,2%,0%
Cc1ccccc1NC(=O)CSc1n[nH]c(-c2ccccn2)n1,4%,u,-13%,u,u,u,u,-10%,-1%
COc1ccc(CNC(=O)CSc2nc3ccc(OC)cc3[nH]2)cc1,-15%,-11%,-19%,-23%,2%,2%,-2%,-18%,0%
C#CC(C)(CC)NC(=O)Cn1nnc(-c2ccc(OCc3ccccc3Cl)cc2)n1 (centres undefined),-6%,-4%,0%,u,x,x,x,4%,1%
Cc1cc(-c2nc(C)c(C(=O)NNS(=O)(=O)c3ccccc3)s2)no1,5%,1%,-26%,1%,-4%,3%,-25%,6%,-4%
O=C(CN1C(=O)C(=O)c2ccccc21)c1ccc(Cl)cc1,16%,-1%,4%,6%,3%,1%,0%,2%,-3%
O/N=C1/CCCCC1c1ccccn1 (centres undefined),2%,4%,-12%,5%,-2%,-1%,-5%,9%,-6%
CC1CCN(C(=O)c2ccccc2NC(=O)c2cccs2)CC1,14%,-23%,2%,1%,17%,12%,-9%,4%,-2%
CN(C)CCCN(C(=O)c1ccc(Br)s1)c1nc2cc3c(cc2s1)OCCO3,-6%,u,u,u,u,-10%,u,u,7%
COc1cc(-c2cc(NC=O)c3ncc(-c4ccc(C(C)=O)cc4)n3c2)cc(OC)c1OC,6%,-8%,-26%,u,u,u,x,u,15%
Cc1cccc(NC(=O)/C(C#N)=C/c2cn(CC(=O)NCc3ccco3)c3ccccc23)c1C,-3%,u,262%[activator],-44%,-46%,-46%,u,u,-1%
CCCCC(=O)NCCc1cc2c(C)ccc(C)c2[nH]c1=O,1%,20%,8%,-4%,14%,17%,0%,-11%,12%
O=C(Nc1ccc(Cl)cc1)Nc1ccccc1C(=O)NCc1ccco1,-13%,3%,-20%,u,1%[9.24 µM],u,-7%,-13%,-1%
CC(=O)c1ccc(N(C(=O)CNC(=O)c2cccs2)C(C(=O)NCC2CCCO2)c2ccccc2)cc1 (centres undefined),-7%,-11%,-1%,15%,0%,-11%,0%,15%,3%
CCOC(=O)C1=CC[C@H]2c3c(c4ccccc4n3C)C(=O)C1N2Cc1ccccc1,-12%,-15%,u,15%,0%,12%,9%,9%,-2%
COc1ccc(OC)c(NC(=O)c2c(NCc3ccc(OC)c(OC)c3)sc3c2CCC(C)C3)c1 (centres undefined),19%,3%,0%,-8%,x,x,x,8%,x
COc1ccc(Cl)cc1NC(=S)NCc1ccco1,u,-20%,3%,0%,u,u,-4%,u,-8%
O=C(Nc1ccc(S(=O)(=O)N2CCCC2)cc1)c1ccc([N+](=O)[O-])o1,4%,u,-30%,u,15µM*,16µM*,0.73µM*,u,-4%
CCOc1ccc(CCNC(=O)CN2C(=O)NC3(CCCCC3C)C2=O)cc1OCC (centres undefined),0%,0%,3%,-24%,1%,6%,u,u,6%
O=S(=O)(NCc1ccc2c(c1)OCO2)c1ccc2oc3ccccc3c2c1,-5%,0%,-3%,0%,-17%,-17%,-16%,-3%,11%
CC(C)N1C(=O)c2ccccc2NC(=O)C1C(=O)NCc1cccs1 (centres undefined),1%,-7%,-8%,13%,25%,5%,x,8%,x

4 entries picked at random from those above:
SMILES,TDP-43 yeast inh,KB-3-1 cytotox,GLP1R cytotox,GLP-1R inv ag,HT1080 IDH1KD tx,HT1080-NT tox,SW480 rereplic,KB-V1 MDR tox,GLP1R ag
CC(C)N1C(=O)c2ccccc2NC(=O)C1C(=O)NCc1cccs1 (centres undefined),1%,-7%,-8%,13%,25%,5%,x,8%,x
O=S(=O)(NCc1ccc2c(c1)OCO2)c1ccc2oc3ccccc3c2c1,-5%,0%,-3%,0%,-17%,-17%,-16%,-3%,11%
O=C(Nc1ccc(S(=O)(=O)N2CCCC2)cc1)c1ccc([N+](=O)[O-])o1,4%,u,-30%,u,15µM*,16µM*,0.73µM*,u,-4%
CCOc1ccc(CCNC(=O)CN2C(=O)NC3(CCCCC3C)C2=O)cc1OCC (centres undefined),0%,0%,3%,-24%,1%,6%,u,u,6%
